ELG1 genotox = qHTS screen for small molecules that induce genotoxicity in human embryonic kidney (HEK293T) cells expressing luciferase-tagged ELG1. actives 1.3% (n = 330,000). Potency, µM (highest dose often 46 µM), inactives show at the highest dose activity change, positive = activation, most hits filed as activators. HEK293T ELG1-luciferase reporter, luminescence, 16 h. AID 504466, 2011; also: % of control where 0% means no effect; nearly all actives have a fitted effect of over 60% in size
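Quantitative HTS format in 1536-well plates. HEK293T ELG1-luciferase reporter cells receive test compound and are incubated 16 hr at 37 °C, 5% CO2; ONE-Glo added, 30 min room temperature, then luminescence read.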
uPA surface inh = qHTS for Inhibitors of Cell Surface uPA Generation. actives 0.31% (n = 330,000). Potency, µM (series often up to 38.3 µM), for the others: top-dose activity change, negative = inhibition, actives largely listed as inhibitors. cell surface uPA generation assay, qHTS; active = well fitted inhibition curve with a large enough effect; inconclusive = small, poorly fitted or top-dose-only effect; inactive = no such curve, though single readings can be large or run the other way; tested in mouse RAW 264.7 cells; also: % is scaled to controls: 0 for no effect and ±100 for the full control effect; nearly all actives have a fitted effect of over 55% in size
Rab9 promoter act = qHTS Assay for Rab9 Promoter Activators. Huh7 Rab9 promoter-luciferase reporter, luminescence, 24 h. Potency, µM (doses to about 9.22 µM), for inactives: top-dose activation, negative = inhibition, most hits filed as activators. actives 2.8% (n = 320,000); also: % of control where 0% means no effect; nearly all actives have a fitted effect of over 60% in size
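Luminescence from Amplite-detected luciferase (10 minutes, ambient) reports Rab9 promoter activation. Before that, stable Rab9-luciferase Huh7 cells (1500/well, reduced-serum OP-MEM I plus 10% FBS) were exposed to compound for 24 hours at 37C.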
CXXC DNA block = qHTS Fluorescence Polarization Assay for Inhibitors of MLL CXXC domain - DNA interaction; Histone-lysine N-methyltransferase 2A (Homo sapiens), Q03164; MLL-CXXC / FITC-HOXA9 DNA fluorescence polarization; Potency, µM (doses to about 115 µM), without a hit: top-dose activity change, negative = inhibition, usual class: inhibitors; actives 0.037% (n = 290,000); AID 2662, 2010; active = well fitted inhibition curve with a large enough effect in the polarisation, with a control signal flat, not every such curve was filed as active; inconclusive = small, poorly fitted or top-dose-only effect, or effect the other way, or a change in a side signal; inactive = no such curve, though single readings can be large or run the other way; the % refers to the polarisation
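Fluorescence polarization: 7 uM MLL-CXXC (stock) preincubated 5 min with compounds, then 50 nM fluorescein-HOX-A9 DNA (stock) added; 30 min ambient. Buffer 50 mM Tris-HCl pH 7.5, 50 mM NaCl, 1 mM DTT, 0.05% BSA.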
FLuc counter = qHTS profiling assay for firefly luciferase inhibitor/activator using purifed enzyme and Km concentrations of substrates (counterscreen for miR-21 project); purified FLuc, Km substrates, luminescence inhibition; Potency, µM (top dose mostly 57.5 µM), for inactives: at the top dose activity change, negative = inhibition, usual class: inhibitors; Luciferin 4-monooxygenase (Photinus pyralis), P08659; actives 6.9% (n = 360,000);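 also: plate controls were vehicle for no effect and reference inhibitor for full effect; nearly all actives have a fitted effect of over 55% in size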
Target sequence (P08659 whole entry, looked up): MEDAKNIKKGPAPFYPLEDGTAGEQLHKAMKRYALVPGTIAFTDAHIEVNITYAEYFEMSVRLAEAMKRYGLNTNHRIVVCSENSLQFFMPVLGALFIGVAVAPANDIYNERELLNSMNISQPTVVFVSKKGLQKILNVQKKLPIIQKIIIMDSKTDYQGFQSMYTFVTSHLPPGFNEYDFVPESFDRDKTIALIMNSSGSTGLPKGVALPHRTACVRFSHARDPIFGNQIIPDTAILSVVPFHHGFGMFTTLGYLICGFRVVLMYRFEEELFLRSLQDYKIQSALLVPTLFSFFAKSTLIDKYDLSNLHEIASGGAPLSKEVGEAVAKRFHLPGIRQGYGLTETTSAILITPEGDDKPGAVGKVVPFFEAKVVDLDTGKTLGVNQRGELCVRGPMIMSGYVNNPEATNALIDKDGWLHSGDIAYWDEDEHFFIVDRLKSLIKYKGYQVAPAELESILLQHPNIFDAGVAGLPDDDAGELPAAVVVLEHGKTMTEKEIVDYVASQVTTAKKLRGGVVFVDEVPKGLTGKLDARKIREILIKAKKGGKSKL
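Biochemical qHTS of compounds, final roughly 60 µM downward over six points, against 10 nM purified firefly luciferase using Km concentrations of substrates (10 uM D-luciferin, 10 uM ATP) in Tris acetate pH 7.5 buffer; luminescence output.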
MBNL1-CUG inh = qHTS Assay for Inhibitors of MBNL1-poly(CUG) RNA binding | Muscleblind-like protein 1 (Homo sapiens), Q9NR56 | TR-FRET MBNL1-His/biotin-(CUG)12 binding, 665/545 ratio | Potency, µM (top dose mostly 57.5 µM), without a hit: at the top dose activity change, negative = inhibition, usual class: inhibitors | actives 0.036% (n = 280,000) | AID 2675, 2010; active = well fitted inhibition curve with a large enough effect in the signal ratio, with a control signal flat, not every such curve was filed as active; inconclusive = small, poorly fitted or top-dose-only effect, or effect the other way, or a change in a side signal; inactive = no such curve, though single readings can be large or run the other way; the % refers to the signal ratio; also: % is scaled to controls: 0 for no effect and ±100 for the full control effect
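Compounds (final 92 nM to 58 uM) are added to His-tagged MBNL1 and biotin-(CUG)12, then terbium anti-His antibody and streptavidin-XL665 (5 nM final). After 60 min at room temperature, the 665/545 nm ratio is read.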
RORgamma inh = qHTS for inhibitors of ROR gamma transcriptional activity. Drosophila S2 Gal4-RORgamma UAS-luciferase reporter, 20 h. Potency, µM (highest dose often 53.6 µM), for the others: top-dose activity change, negative = inhibition, actives largely listed as inhibitors. AID 2551, 2010. actives 5.4% (n = 310,000); also: % is scaled to controls: 0 for no effect and ±100 for the full control effect; nearly all actives have a fitted effect of over 60% in size
Target sequence (P51450 whole entry, looked up, the tested form may be a part): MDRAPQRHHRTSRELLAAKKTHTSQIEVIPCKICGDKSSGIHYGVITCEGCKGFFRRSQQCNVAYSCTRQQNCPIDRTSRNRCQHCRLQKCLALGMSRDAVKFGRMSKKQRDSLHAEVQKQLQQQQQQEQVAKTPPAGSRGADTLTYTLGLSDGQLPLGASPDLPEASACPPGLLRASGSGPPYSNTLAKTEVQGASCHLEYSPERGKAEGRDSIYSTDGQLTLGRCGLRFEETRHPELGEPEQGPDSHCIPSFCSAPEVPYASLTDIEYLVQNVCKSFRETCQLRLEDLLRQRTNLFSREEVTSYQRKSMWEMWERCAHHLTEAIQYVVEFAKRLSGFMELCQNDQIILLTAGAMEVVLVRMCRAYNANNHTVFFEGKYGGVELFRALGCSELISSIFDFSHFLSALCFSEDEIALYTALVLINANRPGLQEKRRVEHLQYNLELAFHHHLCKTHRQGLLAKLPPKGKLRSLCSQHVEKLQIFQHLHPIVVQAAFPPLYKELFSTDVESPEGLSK
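Luciferase reporter read in Schneider cells carrying Gal4-RORγ (mouse) and UAS-Photinus luciferase; cells given compound 1 h before 700 uM copper sulfate induction, then incubated 20 h at ambient temperature.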
NPC1 prom act = qHTS Assay for NPC1 Promoter Activators; AID 485313, 2010; Potency, µM (top dose mostly 9.22 µM), for the others: top-dose activation, most hits filed as activators; Huh7 NPC1 promoter luciferase reporter, 24 h; actives 2.4% (n = 320,000);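 also: % of control where 0% means no effect; nearly all actives have a fitted effect of over 60% in size; reporter is driven by a mutant NPC1 promoter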
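Luminescence from an NPC1 promoter-driven luciferase reporter in stably transfected Huh7 cells was measured after 24 h compound treatment at 37 °C, followed by 10 min ambient incubation with luciferase detection reagent.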
BRCA1 expr up = qHTS Assay to Identify Small Molecule Activators of BRCA1 Expression. Potency, µM (series often up to 46.1 µM), for the others: at the top dose activation, hits mostly activators. actives 1.1% (n = 380,000). AID 624202, 2012. MCF7-BRCA1-FFLuc reporter, luminescence, 48 h; response scale: scaled: vehicle 0%, 10 µM genistein 100%; also: nearly all actives have a fitted effect of over 80% in size; some results filed as inactive show a strong effect at the top dose
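MCF7 cells carrying a BRCA1-firefly luciferase reporter (2000 cells/well, phenol-red free MEM) were attached for 2 h at 37 °C, then given compounds for 48 h. Luminescence was read 15 min after luciferase reagent; activity normalized to genistein (10 microM) and DMSO.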
p53 reactivator = qHTS assay for re-activators of p53 using a Luc reporter; H1299 p53-A138V BP100-luciferase reporter, luminescence, 24 h; Potency, µM (titrated, usually from 92.2 µM), for the others: top-dose activity change, positive = activation, actives largely listed as activators; actives 0.063% (n = 320,000); AID 504706, 2011; also: % of control where 0% means no effect; nearly all actives have a fitted effect of over 45% in size
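H1299 (p53-null), stable ts p53-A138V + BP100-Luc; 1000 cells/well, Opti-MEM/10% FBS; cpd 4 pt, 1:5; 24 h, 37 deg C, 5% CO2; detection reagent 10 min RT; luminescence.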
Gal4-VP16 FLuc = VP16 counterscreen qHTS for inhibitors of ROR gamma transcriptional activity; Drosophila S2 Gal4-VP16 UAS-luciferase, luminescence, 20 h; Potency, µM (doses to about 53.6 µM), without a hit: at the top dose activity, negative = inhibition, hits mostly inhibitors; actives 3.5% (n = 310,000);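 also: Gal4-VP16 expression switched on by copper sulfate through the metallothionein promoter; % is scaled to controls: 0 for no effect and ±100 for the full control effect; nearly all actives have a fitted effect of over 50% in size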
Starred values were filed as active, the others as inactive; ? = inconclusive; . = no result given; [ ] = remark or other dose. Unless noted, calls follow the shape of the dose curve; as a rule, active = well fitted curve in the direction sought with a large enough effect; inconclusive = small, poorly fitted or top-dose-only effect, or another doubt; inactive = no such curve, though single readings can be large; an effect the other way counts as inactive or inconclusive. Potency is read from the fitted curve at half-maximal effect.

SMILES	ELG1 genotox	uPA surface inh	Rab9 promoter act	CXXC DNA block	FLuc counter	MBNL1-CUG inh	RORgamma inh	NPC1 prom act	BRCA1 expr up	p53 reactivator	Gal4-VP16 FLuc
Cc1ccc2nc(C(F)(F)F)c(C#N)c(N)c2c1	-36%[inhibitor]	.	-6%	3%	-1%	4%	12%	8%	-95%[inhibitor]	?	-12%
CCc1nc(C)cn1S(=O)(=O)c1cc(Br)ccc1OC	-4%	-6%	5%	-10%	-5%	-17%	-24%	2%	4%	3%	3%
COc1ccc(CNC(=O)OCCN2CCN(S(=O)(=O)c3ccc(C)cc3)CCC2=O)cc1	3%	9%	-3%	1%	2%	-12%	27%	0%	-9%	-4%	-7%
Cc1ccc2c(c1)Oc1ccccc1C=C2C(=O)O	-1%	6%	-3%	-4%	?	-11%	-20%	0%	-7%	0%	7%
COc1ccc(Nc2nc3ccccc3n3cnnc23)cc1Cl	12%	-7%	4%	?	?	-6%	-35%	-1%	25%	-4%	2%
Cc1cc(C)c(C#N)c(SCc2nnc(-c3ccccc3[N+](=O)[O-])o2)n1	2.6µM*	-7%	3.2µM*	-4%	21µM*	?	33%	1.4µM*	126%	0%	-25%
Cc1ccc(S(=O)(=O)Nc2nc(C)c(C(=O)NN)s2)cc1	0%	-3%	-1%	-2%	-39%	-5%	-4%	-1%	2%	16%	3%
COc1ccc(C2C(C(=O)N3CCCC3)c3cc(OC)c(OC)cc3C(=O)N2C)cc1OC (configuration not stated)	-4%	-1%	-8%	-3%	0%	-1%	5%[0.365 µM]	-3%	0%	10%	.
COc1cc2cc(CN(Cc3cccnc3)C(=O)Nc3ccccc3F)c(=O)[nH]c2cc1OC	-4%	-4%	1%	2%	-5%	-4%	-1%	-6%	-17%	-2%	9%
CC(=O)c1cccc(CN2CCC(n3nccc3NC(=O)c3ccc4c(c3)OCO4)CC2)c1	-1%	3%	2%	-5%	3%	-2%	1%	0%	-6%	-5%	13%
CC1CCN(C2=NC(=O)/C(=C/c3cccc(O)c3)S2)CC1	12%	-3%	-6%	-9%	?	?	17%	-6%	-1%	10%	-15%
NCCCC[C@@H]1NC(=O)c2cc([N+](=O)[O-])cc(F)c2NCCCC[C@@H](C(N)=O)NC(=O)[C@H](CCC(N)=O)NC1=O	3%	11%	-3%	6%	0%	?	-21%	-3%	45%	-5%	-18%
O=C(c1ccc(COc2ccccc2Br)o1)N1CCN(c2ccccn2)CC1	1%	1%	-7%	0%	?	0%	14%	-3%	-1%[1.84 µM]	-3%	-3%
C[C@@H]1C(=O)O[C@H]2[C@H]1CC[C@@]1(C)C(=O)C=C[C@@](C)(O)[C@H]21	10%	-1%	-3%	1%	2%	15%	3%	2%	37%	?	14%
c1ccc(CN2CCC3(CCCc4ccccc43)CC2)cc1	-20%	-7%	-24%[46.1 µM]	-11%	-1%	.	.	-11%[46.1 µM]	-21%	-5%	.
O=C(O)/C(=C\c1ccc(C(F)(F)F)cc1)c1ccc(S(=O)(=O)N2CCCC2)s1	2%	0%	12%	.	.	.	.	0%	-28%	4%	.
CCOC(=O)C1CCN(S(=O)(=O)c2ccc(CC)cc2)CC1	-3%	0%	-2%	6%	0%	.	?	1%	-11%	-9%	?
CCN1/C(=C\C=C2\C(=O)N(C)C(=S)N2C)Sc2ccccc21	12%	3%	?	5%	-12%	4%	?	?	7%	2%	?
c1ccc(OCCCCn2cnc3ccccc32)cc1	11%	-3%	-4%	-2%	-18%	2%	13µM*	-3%	-2%	2%	?
CN(/N=C/C=C/c1ccccc1)c1cc(=O)n(C)c(=O)[nH]1	-3%	-4%	16%	-4%	-19%	35%[activator]	-16%	11%	-37%	3%	0%
COc1cc2c(c(OC)c1)C(c1ccncc1)CC(=O)N2 (configuration not stated)	-10%	-15%	-2%	-1%	-1%	0%	-15%	-1%	0%	-3%	10%
CC[C@@H]1C=C(C)C[C@H](C)C[C@H](OC)[C@H]2O[C@@](O)(C(=O)C(=O)N3CCCC[C@H]3C(=O)O[C@H](/C(C)=C/[C@@H]3CC[C@@H](O)[C@H](OC)C3)[C@H](C)[C@@H](O)CC1=O)[C@H](C)C[C@@H]2OC	-3%	.	3%	?	11%	-14%	?	-2%	.	13%	-11%
Cc1ccc(NC(=O)COC(=O)CN2C(=O)NC3(CCCC3)C2=O)cc1F	1%	-2%	0%	.	-1%	.	.	-1%	2%	2%	.
CCOc1ccccc1N(CC(=O)NC1CCCCC1)C(=O)CCC(=O)Nc1cc(C)ccn1	2%	5%	2%	14%	-2%	0%	-3%	-7%	-3%	3%	-27%
Cc1ccc(S(=O)(=O)NCc2ccccc2)cc1C(=O)NC1CCCCC1	-5%	-22%	1%	?	2%	-6%	-26%	1%	-33%	5%	3%

A few values from the entries so far.
CCc1nc(C)cn1S(=O)(=O)c1cc(Br)ccc1OC in MBNL1-CUG inh has -17%
CC[C@@H]1C=C(C)C[C@H](C)C[C@H](OC)[C@H]2O[C@@](O)(C(=O)C(=O)N3CCCC[C@H]3C(=O)O[C@H](/C(C)=C/[C@@H]3CC[C@@H](O)[C@H](OC)C3)[C@H](C)[C@@H](O)CC1=O)[C@H](C)C[C@@H]2OC in MBNL1-CUG inh has -14%

Next compounds follow:
SMILES	ELG1 genotox	uPA surface inh	Rab9 promoter act	CXXC DNA block	FLuc counter	MBNL1-CUG inh	RORgamma inh	NPC1 prom act	BRCA1 expr up	p53 reactivator	Gal4-VP16 FLuc
COC(=O)C1C(c2ccccc2)C=CC(c2ccccc2)C1C(=O)O (configuration not stated)	-4%	-10%	-2%	-7%	0%	-6%	0%	-3%	-11%	2%	10%
COc1ccc(N(C)S(=O)(=O)c2cccc(C(=O)N3CCN(c4ccccc4)CC3)c2)cc1	-5%	0%	-2%	.	3%	.	.	-3%	-36%	-6%	.
CCOc1ccc(N=Cc2c(C)[nH]n(-c3nc4ccccc4[nH]3)c2=O)cc1	3%	-9%	?	-3%	8.5µM*	12%	14µM*	25%	-28%	?	?
COc1cccc(C(=O)Nc2cccc(-c3ccc4nncn4n3)c2)c1OC	3%	-4%	-6%	-1%	?	?	28%	-2%	-7%	1%	-12%
COc1ccc2[nH]c(CN3CCN(CC(C)C)C(CCO)C3)c(C)c2c1 (configuration not stated)	0%	-13%	-32%[inhibitor]	7%	7%	-9%	12%	-1%	-21%	0%	-6%
CN(CCCNC(=O)c1cccc(N2CCCC2=O)c1)c1ccccc1	-1%	3%	0%	-2%	-6%	14%	?	1%	-15%	-4%	-2%
O=C(O)CCCNC(=O)/C(=C\c1ccc(Cl)cc1)NC(=O)c1ccccc1Br	1%	0%	1%	1%	-2%	19%	4%	-4%	8%	2%	-4%
O=C(N/N=C/c1ccc2cccnc2c1)c1nc2ccccc2c(=O)[nH]1	?	4%	21%	-20%	-6%	.	19%	-2%	44%	10%	-14%
O=C1NC(=O)/C(=C/c2cccc([N+](=O)[O-])c2)N1	-5%	10%	-1%[1.84 µM]	-2%	-2%	?	6%	-1%	-12%	8%	-2%
COC(=O)C(Oc1ccc2c(-c3ccc(OC)cc3)cc(=O)oc2c1)c1ccccc1 (configuration not stated)	-1%	1%	-3%	7%	6%	-5%	24%	0%	-10%	-13%	-3%
COc1cc(CN2CCC(C(=O)N3CCN(c4ccccc4F)CC3)CC2)cc(OC)c1O	11%	.	-5%	-6%	-1%	5%	6%	-6%	3%	9%	-2%
Cc1noc(NS(=O)(=O)c2ccc(NC(=O)c3ccc(Br)o3)cc2)c1C	2%	3%	0%	12%	-14%	0%	38%	4%	-6%	-6%	-2%
CC(=O)C1=C(C)Nc2ncnn2C1c1cccc(OCc2ccccc2)c1 (configuration not stated)	22%	20%	-5%	-5%	0%	18%	18%	-2%	19%	-2%	5%
Cc1cccc(CSc2nnc3c(n2)[nH]c2ccccc23)c1	-6%	11%	-12%	3%	4%	-6%	4%	3%	-11%	1%	-9%
COc1ccc(N(C)C(=O)C2CCCN2S(=O)(=O)c2cccc3nsnc23)c(OC)c1 (configuration not stated)	1%	?	-4%	5%	1%	?	-7%	-5%	-13%	11%	1%

Screens as filed in PubChem.

These rows are one share of the data; count on the stated rates, not on these rows.
